TAAR1 antagonist: antagonists of human TAAR1; inhibition, % at 3 µM; 1.5% of 360,000 active; Q96RJ0; CHO RD-HGA16 TAAR1, Fluo-8 calcium fluorescence, antagonist;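 active = inhibition above a per-plate cutoff, the mean inhibition of test compounds on that plate plus 3 SD, cut at about 49% in these data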;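 note: 0% = DMSO plus EC80 beta-PEA response and 100% = DMSO alone without agonist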
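Test system – hTAAR1-expressing CHO RD-HGA16 cells, Gα16-coupled · Also added – β-PEA at EC80 concentration, post-compound challenge · Compound – 3 µM, single point · Incubation – dye loading 75 min at 37 °C, then 30 min room temperature · Measured by – Fluo-8 intracellular calcium dye fluorescence, real-time kinetic reads · Benchmarks – vehicle and agonist controls · Replicates – singlicate, one well per test compound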
M1 ag parental: M1 agonist counterscreen hit in parental CHO-K1 cells; Fluo-8 calcium fluorescence; scaled to maximal ATP response, vehicle zero; activation, % at 3 µM; 0.48% of 360,000 active; in the data active = activation above about 15%;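 note: untransfected CHO-K1 host cells lacking M1 receptor as counterscreen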
CHO parental Ca: counter-screen for OX1R antagonists: effect in parental CHO cells; parental CHO-K1, ATP-induced calcium, Fluo-8 fluorescence; inhibition, % at 5.6 µM; 0.63% of 330,000 active; AID 463079;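 active = inhibition above that plate's mean sample inhibition plus 3 SD, cut at about 26% in these data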;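 note: 0% = ATP-challenged DMSO wells and 100% = DMSO wells without ATP; some compounds past the cut are filed as inactive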
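Test system: untransfected parental CHO cell line. Compound: one dose, 5.6 µM nominal. Detection: intracellular calcium via Fluo-8 no-wash fluorescent dye. Measure: % inhibition. Benchmarks: ATP-challenged DMSO wells low, unchallenged DMSO wells high.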
M1 antag: blocks human M1 muscarinic receptor; P11229; CHO-K1 hM1, Fluo-8 calcium fluorescence, ACh EC80 antagonist; inhibition, % at 3 µM; 1.3% of 360,000 active; AID 588852;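 active = percent inhibition above its own plate's cutoff, namely the mean of that plate's compound wells plus 3 SD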;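 note: peak over basal fluorescence ratio during 140 s after agonist addition; 0% = ACh EC80 plus DMSO and 100% = DMSO alone without agonist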
Target sequence (P11229 whole entry, looked up): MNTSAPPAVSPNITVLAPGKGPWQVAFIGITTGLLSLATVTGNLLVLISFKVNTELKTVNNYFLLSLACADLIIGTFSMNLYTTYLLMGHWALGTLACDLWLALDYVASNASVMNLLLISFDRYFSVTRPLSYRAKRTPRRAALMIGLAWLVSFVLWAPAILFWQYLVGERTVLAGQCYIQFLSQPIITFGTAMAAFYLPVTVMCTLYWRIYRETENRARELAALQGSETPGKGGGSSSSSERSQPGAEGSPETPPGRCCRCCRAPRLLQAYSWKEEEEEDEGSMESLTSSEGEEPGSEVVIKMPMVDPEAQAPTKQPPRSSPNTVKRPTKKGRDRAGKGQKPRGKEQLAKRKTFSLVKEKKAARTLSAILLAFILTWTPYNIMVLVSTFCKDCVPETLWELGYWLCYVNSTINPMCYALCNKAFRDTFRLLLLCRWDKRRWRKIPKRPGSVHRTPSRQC
CHO-K1 Ca PAM: nonselective activator or artifact in parental CHO-K1 calcium assay; AID 602247; 0.02% of 360,000 active; ATP EC20, Fluo-8 calcium fluorescence; 0% at ATP EC20, 100% at ATP max; activation, % at 3 µM;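 active = activation above the run cutoff, the mean activation of all test compounds plus 3 SD, cut at about 40% in these data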;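 note: peak over basal fluorescence ratio in a 140 s read after ATP addition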
TAAR1 agonist: agonists of human TAAR1 | Q96RJ0 | CHO RD-HGA16 TAAR1, Fluo-8 calcium fluorescence; vehicle wells 0%, saturating PEA agonist 100% | activation, % at 3 µM | 0.99% of 360,000 active | AID 624467;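 active = activation above the mean activation of all test compounds in the run plus 3 SD, cut at about 38% in these data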
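test system = CHO RD-HGA16 cells carrying human TAAR1 plus Gα16 | schedule = 17-24 h seeding, 75 min 37 °C dye, 30 min RT | compound dosing = 3 µM single concentration | control set = DMSO and PEA EC100 | replicates = n 1 | signal = Fluo-8 fluorescence, 5 s baseline then 140 s kinetic read | measure = percent activation vs PEA EC100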
CHRM1 agonist: human M1 muscarinic receptor agonism; AID 588814; activation, % at 3 µM; CHO-K1 hM1, Fluo-8 calcium fluorescence, agonist mode; 0% DMSO, 100% acetylcholine EC100; 0.33% of 360,000 active;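 active = activation above the run's mean compound activation plus 3 SD, cut at about 16% in these data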;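 note: peak over basal fluorescence ratio within a 140 s kinetic read after compound addition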
OXTR potentiate: potentiates the human oxytocin receptor response | CHO-OTR cells, Fluo-8 calcium fluorescence, potentiator mode; 0% = oxytocin EC15, 100% = EC100 | AID 2445 | 0.061% of 320,000 active | activation, % at 3 µM;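 active = activation above that plate's cutoff, the mean activation of tested compounds plus 3 SD, cut at about 6.6% in these data, passing the limit was not always enough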;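 note: 100% uses oxytocin at 75 nM as the full agonist control; some results filed as inactive read as strong as hits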
Target sequence (P30559 whole entry, looked up): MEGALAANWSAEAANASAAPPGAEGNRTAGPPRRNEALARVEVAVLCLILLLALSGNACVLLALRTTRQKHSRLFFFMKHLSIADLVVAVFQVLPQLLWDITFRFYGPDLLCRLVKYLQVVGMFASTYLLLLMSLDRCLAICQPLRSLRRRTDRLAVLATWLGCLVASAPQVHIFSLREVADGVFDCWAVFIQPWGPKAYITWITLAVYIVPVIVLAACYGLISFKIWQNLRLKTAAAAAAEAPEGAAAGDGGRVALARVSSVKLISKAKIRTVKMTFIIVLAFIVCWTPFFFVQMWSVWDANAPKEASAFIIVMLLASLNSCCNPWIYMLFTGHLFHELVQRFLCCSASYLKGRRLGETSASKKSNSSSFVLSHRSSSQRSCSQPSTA
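assay system = CHO-OTR cells, human receptor | schedule = compound 6 min at room temperature before oxytocin, 100 s read | detection = Fluo-8 intracellular calcium fluorescence, ex 470-495, em 515-575 nm | evaluation = normalized max/min fluorescence ratio, % activation | control set = EC15 oxytocin alone as 0%, 75 nM oxytocin (EC100) as 100%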
CHO-K1 Ca antag: nonselective inhibitor or artifact in parental CHO-K1 cells; inhibition, % at 3 µM; 0.6% of 360,000 active; ATP-induced calcium, Fluo-8 fluorescence;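 active = inhibition above a per-plate cutoff, the plate's mean sample inhibition plus 3 SD, cut at about 24% in these data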;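 note: 0% = DMSO plus EC80 ATP and 100% = DMSO alone without ATP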
* hit, by the source's call; · = not tested or not shown. Random draw from the library; about 4.2% have a hit in one of these screens.

SMILES	TAAR1 antagonist	M1 ag parental	CHO parental Ca	M1 antag	CHO-K1 Ca PAM	TAAR1 agonist	CHRM1 agonist	OXTR potentiate	CHO-K1 Ca antag
O=C(NN1C(=O)NC2(CCCCC2)C1=O)c1ccc(-c2ccc(Cl)cc2)o1	29	1.5	-38	29*	-6	7	-5	-5	-15
Cc1c(C(=O)NNc2cc(=O)n(C)c(=O)n2C)cccc1[N+](=O)[O-]	-2	0.2	-2	-5	12	1	0	-8	-19
O=C(CN1CCOCC1)Nc1ccc(C2CCCCC2)cc1	-21	0.2	-12	-4	0	1	-4	0	7
COc1ccccc1N1CCN(C2CCCN(C(=O)c3ccoc3C)C2)CC1 (stereo not given)	-23	0.3	-21	-4	-18	1	-5	1	-2
CCN1C(=O)CC(NC2CCN(C(=O)c3ccc(F)cc3)CC2)C1=O (stereo not given)	-3	0.7	-3	4	-2	3	-2	-8	-2
Cc1nc2ccc(NC(=O)N3CCSCC3)cc2nc1C	-8	-0.2	-15	-9	4	7	-1	-11	0
CCN(/C=N/c1sc2c(c1C#N)CCCCC2)CC	5	-0.4	-20	-9	0	10	-5	-6	1
COc1ccc(NC(=O)Nc2ccc3nsnc3c2)cc1	42	20*	0	12	-8	31	5	-9	-13
CCOC(=O)CSC1=Nc2ccccc2C2=NC(CC(=O)NCc3ccc4c(c3)OCO4)C(=O)N12 (stereo not given)	-19	0.2	-4	10	9	18	-3	-18	0
CCC(=O)Nc1ccc(C(=O)NCCCn2ccnc2)cc1	13	0.6	-1	-4	14	0	-8	-8	-5
COC(=O)c1c(NC(=O)CN2CCN(S(=O)(=O)c3ccccc3[N+](=O)[O-])CC2)sc2c1CCC(C)C2 (stereo not given)	6	0.6	-1	5	13	1	-3	0	-4
Cc1ccc(C)c(NC(=O)COC(=O)c2c(-c3ccccc3)noc2C)c1	0	0.6	·	-17	18	0	1	·	-7
O=C(C1CC1)N1CCN(c2ccc(O)cc2)CC1	-1	0.2	-2	-12	23	10	-2	-13	-4
N#CCCN(Cc1ccccc1)C(=O)Nc1ccccc1	5	0.8	0	-6	23	0	-6	-4	-11
CCCOc1ccc(-c2nnn(CC(=O)Nc3cccc(C(=O)OC)c3)n2)cc1	16	0.4	-8	-2	1	10	-3	-5	3
CC(C(=O)c1ccccc1)[n+]1cccc(C(N)=O)c1 (stereo not given)	-20	2.5	-19	7	14	1	-3	-3	-15
CC(C)CCNC(=O)CN(CCCN1CCOCC1)C(=O)Cn1nnc(-c2ccc(F)cc2)n1	2	0.5	-21	0	4	1	-6	-4	-9
O=[N+]([O-])c1cccnc1S(=O)(=O)c1ccccc1	-1	0.3	21	-5	12	0	-5	-10	-4
CN(CC(=O)Nc1cccc(F)c1)C(=O)CCCn1c(=O)oc2ccccc21	15	0.5	-9	-5	-2	1	-2	1	2
NC(=O)CN1C(=O)/C(=c2\sc3nc(=O)c(Cc4ccccc4)nn3c2=O)c2ccccc21	-24	0.3	-7	-8	9	6	-4	-14	-1
COc1ccc(/C(C)=N/NC(=O)CNC(=O)c2cccs2)cc1	6	0.0	0	-3	28	3	-7	6	-2
O=C(c1cc(C2CC2)nn1-c1ccccc1)N1CCN(S(=O)(=O)c2ccccc2F)CC1	-22	0.4	·	-7	16	4	-9	·	-10
CCN(C(=O)COC(=O)CCCN1C(=O)c2cccc3cccc(c23)C1=O)C1CCS(=O)(=O)C1 (stereo not given)	-14	0.9	-9	-17	2	0	-1	1	-1
Cc1cc(C)cc(C(O)c2ncc(-c3ccccc3)[nH]2)c1 (stereo not given)	-16	2.1	·	-7	9	3	-1	·	-5
O=c1[nH]c(-c2cccnc2)nc2ccccc12	-7	1.0	-15	-6	12	4	-2	3	-12

Some of these compounds in order of their number in M1 antag, lowest first:
canonical_smiles	TAAR1 antagonist	M1 antag	CHRM1 agonist
CCN(/C=N/c1sc2c(c1C#N)CCCCC2)CC	5	-9	-5
O=[N+]([O-])c1cccnc1S(=O)(=O)c1ccccc1	-1	-5	-5
CC(C(=O)c1ccccc1)[n+]1cccc(C(N)=O)c1 (stereo not given)	-20	7	-3

Next part.
SMILES	TAAR1 antagonist	M1 ag parental	CHO parental Ca	M1 antag	CHO-K1 Ca PAM	TAAR1 agonist	CHRM1 agonist	OXTR potentiate	CHO-K1 Ca antag
O=C1c2cccc3c([N+](=O)[O-])ccc(c23)C(=O)N1Cc1cccnc1	21	2.9	·	10	15	7	-3	·	6
Nc1cc(Oc2ccc(Cl)cc2Cl)nc(N)n1	3	0.8	-11	-33	14	0	-1	-16	-7
CCNS(=O)(=O)c1ccc(CCC(=O)NCc2ccncc2)cc1	-31	0.8	1	-10	5	1	-9	-5	3
O=C(COC(=O)c1ccc(-n2cnnn2)cc1)Nc1cc(Cl)ccc1F	-2	0.9	5	-12	1	-1	-7	-10	-3
COc1ccc2c(c1)CCc1cn[nH]c1-2	-11	0.6	0	-6	8	2	-7	-5	-11
Cc1[nH]n(-c2ccccc2)c(=O)c1C=Nc1ccc(S(=O)(=O)N(C)C)cc1	-2	0.9	-15	-7	16	2	-5	-2	-4
COc1ncnc2c1NC1=C(S2)C(=NCCC(=O)O)CC(C)(C)C1	5	0.9	-7	2	16	10	-4	-18	-7
CCOc1ccc(NC(=O)c2ccc(NC(=O)COC(=O)c3ccc(NC(=O)CC#N)cc3)cc2)cc1	-1	-0.6	-12	7	-2	0	-2	5	5
CC(CCCC(C)(C)O)NCCO (stereo not given)	0	0.1	-6	-9	6	11	-5	-4	-2
c1ccc(-c2nnnc3ccccc23)cc1	6	-0.1	-10	11	-1	6	-4	-5	2
CC(C)CC(c1nc2ccccc2[nH]1)n1c(-c2ccccc2Br)nc2ccccc21 (stereo not given)	-11	-0.1	·	-14	4	3	-6	·	-14
Cc1noc(C)c1CSCC(=O)N1CCN(c2ccc(F)cc2)CC1	6	4.3	-4	-1	10	15	-1	-8	0
Nc1c(C(=O)Nc2ccc3c(c2)OCCO3)nnn1Cc1ccccc1	11	0.8	4	-5	7	1	1	-3	8
Cn1c(=O)c(C(=O)NCCO)c(O)c2ccccc21	7	0.2	1	-21	15	10	-1	-5	-9
N#Cc1ccc(OCC(=O)NNC(=S)NC2CCCCC2)cc1	-1	0.1	-3	5	-7	4	6	-8	-15
CN(C)C(=O)c1c(NC(=O)c2ccccc2)sc2c1CCC2	-5	1.6	-9	-22	27	2	-3	-3	-35
Cc1ccc(N(C(=O)c2csnn2)C(C(=O)NC2CCCC2)c2cccnc2)c(C)c1 (stereo not given)	-17	1.2	-4	-11	12	2	4	-9	-13
CCCc1cc(=O)[nH]c(SCC(=O)c2c(N)n(C)c(=O)n(C)c2=O)n1	-11	0.0	-11	-3	12	1	-2	-13	-4
CCN1CCCn2c1nc1c2c(=O)n(C)c(=O)n1C	4	0.0	5	-6	16	0	-9	1	-4
COC(=O)c1ccccc1NC(=O)CSc1nc(N)cc(N)n1	-4	0.0	1	2	1	0	2	-5	26*
COc1ccc(OCC(O)CN2CCN(c3ncccn3)CC2)cc1 (stereo not given)	-13	0.8	-7	2	17	4	-10	-1	-7
CCCCn1c(N)c(N(CCC(C)C)C(=O)COC(=O)c2ccc3ccccc3c2)c(=O)[nH]c1=O	6	2.1	·	-25	6	3	3	·	-12
COc1ccc(/C(C)=N/Nc2ccc(F)cc2F)c(O)c1	-22	0.5	-9	-13	18	0	-6	0	-15
O=C(CSc1ccccn1)Nc1nc2c(ccc3ccccc32)s1	27	4.7	-23	0	22	3	-6	-7	-11
O=C(COC(=O)CCC(=O)c1cccs1)Nc1ccc(S(=O)(=O)N2CCOCC2)cc1	-4	1.3	10	-24	11	4	0	-11	-3

Some entries already given with just TAAR1 antagonist and OXTR potentiate.
compound | TAAR1 antagonist | OXTR potentiate
CCOc1ccc(NC(=O)c2ccc(NC(=O)COC(=O)c3ccc(NC(=O)CC#N)cc3)cc2)cc1 | -1 | 5
Nc1cc(Oc2ccc(Cl)cc2Cl)nc(N)n1 | 3 | -16

(listing goes on)
SMILES	TAAR1 antagonist	M1 ag parental	CHO parental Ca	M1 antag	CHO-K1 Ca PAM	TAAR1 agonist	CHRM1 agonist	OXTR potentiate	CHO-K1 Ca antag
Cc1cc(C)c(C#N)c(OCC2CCCO2)n1 (stereo not given)	-5	0.0	·	-10	11	-1	-7	·	-4
COC1CCCN(Cc2nc(Cc3ccccc3F)no2)C1 (stereo not given)	10	3.1	14	-2	-2	0	-4	-19	-4
COc1cccc(NC(=O)CSc2nnc(Cc3ccc(OC)c(OC)c3)o2)c1	19	2.0	-9	-7	12	0	-2	-8	-7
Cc1cc(C(=O)Nn2c(-c3ccncc3)nc3ccccc3c2=O)ccc1[N+](=O)[O-]	14	0.3	-23	-11	14	4	-1	-23	-10
O=C(c1coc(=O)c2ccccc12)N1CCN(Cc2ccccc2)CC1	-4	0.6	-20	-1	9	3	-5	-12	0
O=C(CN1C(=O)S/C(=C\C=C\c2ccccc2)C1=O)Nc1ccc(C(=O)O)cc1	-9	-0.9	-1	-2	-21	8	0	0	11
Cc1cc(C)cc(C(O)c2ncc(-c3ccccc3Cl)[nH]2)c1 (stereo not given)	-16	2.0	·	-12	13	1	-1	·	2
CCOc1ccccc1N1CCN(CC(=O)Nc2nc(C)c(C(=O)N(C)C)s2)CC1	-8	0.8	-11	1	3	2	-3	0	-3
O=S(=O)(NCc1ccco1)c1cccc(S(=O)(=O)N2CCOCC2)c1	0	0.4	-6	0	11	3	-4	5	-3
CCCC(=O)Nc1ccc(NC(=S)NC(=O)c2cccs2)cc1	-3	2.7	-4	-13	12	3	-4	1	-3
COCCNC(=O)c1cc2nc3c(c(C(F)(F)F)n2n1)CCc1ccccc1-3	-11	0.4	8	-5	6	2	-6	-5	3
O=C(NCc1ccc2c(c1)OCO2)C1CCC(CNS(=O)(=O)c2ccccc2)CC1 (stereo not given)	-2	2.3	0	-13	14	3	-4	1	-2
O=C(c1ccco1)N(Cc1ccc(Cl)cc1)Cc1ccco1	-17	0.2	-21	-14	7	-3	-3	-5	-25
CCCSCCCNC(=O)c1ccccc1NC(=O)C1=CSCCO1	12	3.1	-17	-4	12	-3	-3	2	-17
CCOC(=O)C1=CCN(S(=O)(=O)c2ccccc2Br)C1c1ccc(C)cc1 (stereo not given)	26	1.3	·	7	32	2	-7	·	-6
CCc1cc(=O)oc2cc(OCC(=O)NCCCn3ccnc3)ccc12	-42	0.0	5	-4	-15	2	-5	-9	4
CC1CCCCC1NC(=O)C1CCN(C(=O)NC2CCCCC2)CC1 (stereo not given)	-16	0.8	-13	6	14	2	-3	-20	-2

From PubChem
